Screens deposited in PubChem BioAssay by several laboratories.
IEC-6 cytotox: IEC-6 cytotoxicity, counter-screen for KLF5 inhibitors | luminescence viability | inhibition, % at 5 µM | actives 0.78% (n = 290,000); in the data active = inhibition above about 22%;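 note: 0% = plate median of test compound wells and 100% = cytotoxic reference compound wells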
AI-2 QS mod: modulates the Vibrio harveyi AI-2 quorum sensing system; activity change, % at 7.5 µM; Vibrio harveyi JMH597 AI-2 luminescence/OD600 ratio, 9 h; hits give low values; strain lacks LuxN and CqsS sensors; 0 = neutral-control median; actives 0.4% (n = 300,000); in the data active = activity change below about -75%, passing the limit was not always enough; inconclusive = no clear call, values can overlap the other calls;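 note: luminescence divided by OD600 gain over 9 h not by final OD600 alone; inactives centre near 13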
HSF-1 act: increases HSF-1 driven luciferase reporter signal. NIH3T3-HGL HSF-1 luciferase reporter, MG132, 8 h; 100% = twice DMSO control signal. activation, % at 9 µM. actives 1.7% (n = 300,000);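 active = mean replicate activation of at least 50% with a set share of replicates each reaching 50%; inconclusive = only one of those two conditions met; inactive = mean below 50% and too few replicates reaching it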;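 note: 0% = median of the neutral control wells and 100% = twice that signal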
aSyn 5UTR inh: 5' untranslated region of α-synuclein, MLPCN primary screen | inhibition, % (tested at 7.5 µM) | actives 0.82% (n = 300,000) | alpha-synuclein 5'UTR reporter, inhibitor activity; in the data active = inhibition above about 60%; inconclusive = no clear call, values can overlap the other calls;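 note: H4 neuroglioblastoma cells stably carrying SNCA 5'UTR luciferase fusion; 0% = DMSO wells and 100% = positive control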
HIF activator: HIF pathway transcriptional activation. U2OS HRE-luciferase reporter, luminescence; normalized: DMSO 0%, desferrioxamine 100%. activation, % at 7.5 µM (by protocol). actives 0.32% (n = 300,000). AID 1910;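 active = mean activation of at least 10% of the iron chelator positive control signal, with at least half of replicates also reaching 10%; inconclusive = mean and replicate majority disagree about reaching 10%; inactive = mean and most replicates under 10%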
KLF5 inh: suppresses KLF5 promoter-driven expression. actives 0.23% (n = 290,000). inhibition, % at 5 µM. DLD-1 KLF5 promoter-luciferase reporter, luminescence;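 active = inhibition above a per-plate limit of that plate's mean compound inhibition plus 3 SD, cut at about 60% in these data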;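 note: 0% = DMSO wells and 100% = LY294002 at 200 µM; higher means less KLF5 promoter-driven luciferase light; inactives centre near -14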
Platelet DG rel: platelet dense granule release activity | AID 1663 | actives 0.22% (n = 300,000) | inhibition, %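 (compounds screened at 7.5 µM in platelet-rich plasma)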 | human platelet-rich plasma, SFLLRN dense granule ATP release, luminescence;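 active = mean replicate score, as percent of positive control, at or above 50; inconclusive = mean below 50 but at least one replicate at or above 50; inactive = mean and every replicate below 50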
HSP90 refold inh: blocks HSP90-mediated luciferase refolding in reticulocyte lysate; Rabbit reticulocyte lysate, luciferase refolding luminescence, 3 h; inhibition, % at 5.6 µM; actives 0.91% (n = 290,000); AID 1789;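 active = inhibition above the screen-wide mean plus 3 SD, computed separately per campaign, cut at about 16% in these data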;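 note: 0% = DMSO wells and 100% = 60 µM geldanamycin wells; inhibitors lower the luminescence because luciferase stays unfolded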
HSF1 inhib: HSF1 inhibition. NIH3T3-HGL HSE-luciferase, MG132-induced, luminescence 8 h; hits give low values. activity change, negative = inhibition, % at 7.5 µM (by protocol). actives 0.77% (n = 300,000). AID 2098;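 active = more than half of replicate wells show activity change below -50%, luminescence cut by over half; inconclusive = some wells, but at most half, below -50%; inactive = no replicate well below -50%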;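 note: luciferase reports HSF-1 transcriptional activity via heat shock element; 0% = median of DMSO wells and -100% = zero luminescence signal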
HDAC3 inhib: inhibitors of human histone deacetylase 3. O15379. recombinant HDAC3, fluorogenic peptide/trypsin coupled, fluorescence. inhibition, % at 8.3 µM. actives 0.15% (n = 320,000); in the data active = inhibition above about 26%, passing the limit was not always enough; inconclusive = no clear call, values can overlap the other calls
Target sequence (O15379 whole entry, looked up): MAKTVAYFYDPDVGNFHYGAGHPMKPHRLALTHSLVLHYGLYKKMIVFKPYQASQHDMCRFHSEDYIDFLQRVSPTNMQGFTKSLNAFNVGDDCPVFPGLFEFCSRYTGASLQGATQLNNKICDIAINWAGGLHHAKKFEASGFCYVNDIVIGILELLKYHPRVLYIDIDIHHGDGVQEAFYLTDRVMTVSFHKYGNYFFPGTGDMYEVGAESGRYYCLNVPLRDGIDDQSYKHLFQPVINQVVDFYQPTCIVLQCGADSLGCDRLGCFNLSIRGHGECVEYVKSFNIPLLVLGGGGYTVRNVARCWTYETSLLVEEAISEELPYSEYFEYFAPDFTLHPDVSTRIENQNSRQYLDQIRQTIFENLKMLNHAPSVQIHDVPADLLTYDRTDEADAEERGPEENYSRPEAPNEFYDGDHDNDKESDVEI
Active calls of the source: *; u = inconclusive; x = no result given.

molecule,IEC-6 cytotox,AI-2 QS mod,HSF-1 act,aSyn 5UTR inh,HIF activator,KLF5 inh,Platelet DG rel,HSP90 refold inh,HSF1 inhib,HDAC3 inhib
CN(C)c1cccc(C(=O)Nc2ccc3nc4n(c(=O)c3c2)CCCCC4)c1,7,43,3,-81,1.5,-8,16,-2,-1,-1
COC(=O)C(NC(=O)c1ccccc1Cl)(Nc1ncc(S(=O)(=O)c2ccc([N+](=O)[O-])cc2)s1)C(F)(F)F (stereo not drawn),2,27,13,2,-0.5,-5,1,10,4,-10
COc1cc(NC(=S)Nc2ccc(S(=O)(=O)N3CCOCC3)cc2)cc(OC)c1OC,3,18,13,13,0.0,-14,-1,-1,1,7
CCCCCCC1CC(CCC(=O)Nc2ccc([N+](=O)[O-])cc2)C(=O)O1 (stereo not drawn),-11,17,4,8,-0.5,-9,-18,-3,12,0
CCCOc1ccc(C2C(=O)N(C3CCCCC3)CC(=O)N2CCC)cc1OC (stereo not drawn),1,6,11,22,-0.6,-4,15,4,-2,-3
CNC(=O)CSc1nc2ccccc2c(=O)n1CCc1ccccc1,3,6,-12,-3,0.3,-7,4,10,-3,1
COCCC(=O)N1CCC(Oc2ccc(C(=O)NCc3ncc(C)[nH]3)cc2)CC1,3,25,6,-6,-0.3,7,18,-5,-5,8
COc1ccc(-c2cc(NCc3ccccn3)n3ncnc3n2)cc1,0,-3,-14,13,-1.1,-9,4,-1,-4,-17
O=c1c(Cl)cc(Cl)nn1-c1ccccc1,2,22,u,-27,0.3,-4,-4,-3,25,-2
CC(C(=O)O)N1C(=O)/C(=C/C=C/c2ccco2)SC1=S (stereo not drawn),-16,-7,21,-17,-0.5,18,-5,0,7,11
CCc1cc(C=NC2CCCCC2)c(O)s1,-2,6,-63,-174,3.6,-29,0,3,-56*,3
Brc1ccc2[nH]c3c(c2c1)CCC3,7,13,-3,31,0.0,10,-11,4,1,1
O=C(NCCc1c[nH]c2ccccc12)c1cc([N+](=O)[O-])cc([N+](=O)[O-])c1,8,6,2,15,-1.3,-22,21,5,-3,6
CCc1noc(C)c1C(=O)Nc1cc(Cl)ccc1N1CCCC1,x,9,8,-4,0.4,x,-8,x,0,5
O=[N+]([O-])c1cccc(-c2n[nH]c(=S)n2-c2ccc(Br)cc2)c1,5,1,9,-1,0.3,7,0,0,2,1
O=C(Nc1ccc2c(c1)OCO2)c1ccccc1SCC(=O)N1CCCC1,-4,3,-20,12,-1.0,-9,-4,-2,-2,2
COCCCN1C(=O)C(=O)/C(=C(/O)c2ccc(S(=O)(=O)N3CCCCC3)cc2)C1c1ccc(F)cc1 (stereo not drawn),1,42,-2,-2,-0.1,-1,-9,-1,-8,0
CCCCCc1ccc(-c2ccc(OC)cc2)nc1,0,17,38,-123,5.3,-65,5,-5,15,-2
C/C(=N\NC(=O)c1ccccc1O)C1CC1,-4,14,3,27,1.0,15,-14,0,6,1
O=C(Nc1ccccc1N1CCCCC1)c1ccc(Cl)c([N+](=O)[O-])c1,-2,11,-1,51,1.3,19,-3,0,2,4
CN1C(=O)C(C)(C)c2cc(S(=O)(=O)N3CCC(C(=O)NCc4ccc(Cl)cc4)CC3)ccc21,5,-14,66*,26,-0.7,2,-4,9,37,13
CCOC(=O)c1c(NC(C)=O)sc2c(OC(C)=O)cccc12,4,9,-24,7,-0.2,-19,-9,-1,-1,4
CCCOP(=O)(OCCC)C(Nc1ccc(C(=O)O)cc1)c1ccccc1 (stereo not drawn),2,27,-7,-6,0.1,-32,1,1,-1,-8
CC1(C)CC(=O)C2=C(C1)NC(Nc1nc3ccccc3o1)=NC21CCCCC1,-1,14,-21,-8,-0.4,2,-3,0,1,-6
O=C(C1CCC(CNS(=O)(=O)c2cccc3cccnc23)CC1)N1CCCC1 (stereo not drawn),5,9,-89,16,x,-23,-1,3,-86*,1
CNC(=O)CN(c1ccc(OC)cc1)S(=O)(=O)c1ccc(F)cc1,-2,12,3,17,-0.1,-35,10,1,2,-3
CCOC(=O)C1CCN(C(=O)CS(=O)Cc2nc(-c3ccc(C)cc3)oc2C)CC1 (stereo not drawn),8,14,-3,9,0.4,-29,10,2,3,3
CCOC(=O)c1cc(=O)c2ccc(OCc3ccccc3)cc2o1,-3,24,-2,-6,-0.1,-20,6,-1,-8,-4
C=CCOc1ccc(C(c2c(O)nc(SC)[nH]c2=O)c2c(O)nc(SC)[nH]c2=O)cc1,x,17,-12,-12,-0.6,x,3,x,-3,-2
c1cnc(N2CCN(c3ccc4ccccc4n3)CC2)nc1,-1,18,53*,-27,u,-160,-20,1,31,0

molecule,IEC-6 cytotox,AI-2 QS mod,HSF-1 act,aSyn 5UTR inh,HIF activator,KLF5 inh,Platelet DG rel,HSP90 refold inh,HSF1 inhib,HDAC3 inhib
CCOc1cc(S(=O)(=O)N(Cc2ccccc2)Cc2ccccc2)c(OCC)cc1-n1cnnn1,3,18,22,19,-0.2,-10,5,-1,7,x
CC1(C)Cc2ccccc2C(NNC(=O)c2ccncc2)=N1,-2,11,-7,0,-6.7,-12,-1,-2,-3,1
N#Cc1c(N)nc(N2CCCC2)c(C#N)c1-c1ccc(Cl)cc1,4,14,-6,39,-0.2,-18,10,6,-7,-6
O=C(Nc1ccccc1N1CCCC1)C1CCN(S(=O)(=O)c2ccc(F)cc2)CC1,x,7,-19,-11,1.8,x,-1,x,-4,6
Cc1ccc(N(C(=O)c2snc(C(N)=O)c2N)C(C(=O)NCCC(C)C)c2ccco2)cc1 (stereo not drawn),-5,3,10,19,-0.4,-26,-2,0,2,12
COc1ccc(CO/N=C/c2c(C)[nH]c(=O)[nH]c2=O)cc1,-3,u,2,2,-0.5,19,72*,-2,-3,1
O=C(N/N=C/c1c[nH]c2ccc(Br)cc12)c1ccccn1,-7,23,22,-63,2.3,-58,23,-1,14,4
O=c1c2ccccc2nnn1CSc1nnnn1-c1ccc(O)cc1,-4,19,21,-45,0.4,-4,-7,2,15,4
O=C1OCCN/C1=C\C(=O)c1ccccc1,-8,4,26,3,0.2,-13,6,2,0,7
Cc1ccc(NC(=O)CN(Cc2ccco2)Cc2ccccc2O)cc1C,2,11,22,-3,1.7,-12,4,5,-2,-3
CCc1nccn1S(=O)(=O)c1ccc(OC)c(C)c1C,5,0,1,-4,-0.7,-34,15,-2,-11,u
CCOC(=O)c1oc2ccccc2c1NC(=O)Cc1cccs1,1,5,4,31,0.0,-21,5,0,3,-1
CCCCN(CCCC)C(=O)/C=C/c1cccc([N+](=O)[O-])c1,-4,17,19,21,0.7,-52,-5,-1,4,0
COCCN=C1NN=C(c2ccc(C)c([N+](=O)[O-])c2)CS1,9,10,2,-108,0.4,-5,1,3,2,2
CCCS(=O)(=O)N1CCCC(C(=O)NCc2ccco2)C1 (stereo not drawn),-1,-2,-4,4,0.2,-1,1,-2,2,-1
COC(=O)CCCCCN1C(=O)NC(c2ccccc2)C(C(=O)OCc2ccccc2)=C1C (stereo not drawn),2,29,7,15,-1.1,-31,-5,2,3,16
c1ccc2[nH]c(CN3CCN(c4ncnc5c4oc4ccccc45)CC3)nc2c1,9,x,x,x,x,-29,x,0,x,-6
O=C(CSc1ccc2nnc(CCNC(=O)c3ccc(F)cc3)n2n1)NCC1CCCO1 (stereo not drawn),-2,16,-2,1,-0.2,-29,25,-5,-6,-1
Cc1nn(CC(=O)O)c(=O)c2ccccc12,-3,14,-6,-15,0.5,6,5,1,-8,-6
OC(Cn1nnc2ccccc21)Cn1c(C(F)(F)F)nc2ccccc21 (stereo not drawn),-1,23,-40,-6,-0.1,-12,-10,3,-21,4
O=C(O)c1ccccc1CSc1ncn[nH]1,-4,16,-10,-20,-0.3,-26,-12,-3,-7,4
O=C(NNC(=O)c1cc(Cl)ccc1O)c1cccc(S(=O)(=O)N2CCOCC2)c1,x,-3,10,-14,0.0,x,-13,x,4,-1
CN(C)S(=O)(=O)c1ccc(N2CCCC2)c(C(=O)NCc2ccc(Cl)cc2)c1,-4,8,-28,12,-0.4,-47,-3,0,-7,1
COc1ccccc1C(=O)NCC(=O)N/N=C/c1ccncc1,0,-29,10,-6,0.1,-16,3,2,7,2
COc1ccc(-n2c(=S)[nH]c3cc(C(=O)NCc4cccnc4)ccc3c2=O)c(OC)c1,-1,21,1,8,0.3,5,2,-3,-2,2
O=S(=O)(c1cccc(-c2cn3cccnc3n2)c1)N1CCOCC1,-4,x,x,x,x,-7,x,2,x,-82
CCn1c(=O)c(=O)[nH]c2cc(C(=O)NC3CCCc4ccccc43)ccc21 (stereo not drawn),-4,51,3,-9,0.0,-17,0,-1,-2,-3
O=c1[nH]c(CSc2nnc(Cc3ccccc3)o2)nc2ccccc12,-4,3,2,1,-0.4,-28,-5,0,5,7
CCC(C)NC(=O)C1CC(=O)N(CCc2ccc(F)cc2)C1 (stereo not drawn),3,7,5,4,-12,-27,-9,3,2,-5
Cc1cc(C)c2cc(C(=O)Nc3ccc4c(c3)OCO4)[nH]c2c1,-5,32,16,-11,0.2,-19,-4,1,1,1

molecule,IEC-6 cytotox,AI-2 QS mod,HSF-1 act,aSyn 5UTR inh,HIF activator,KLF5 inh,Platelet DG rel,HSP90 refold inh,HSF1 inhib,HDAC3 inhib
COC(=O)c1ccc(C2C(Oc3ccc(OC)cc3)C(=O)N2CCc2ccc(F)cc2)cc1 (stereo not drawn),-1,12,25,-14,0.0,-3,-1,-3,3,-1
Cc1c(C(=O)NC(C)c2ccncc2)oc2ccccc12 (stereo not drawn),2,7,8,-1,0.0,-22,4,4,4,-2
NC(Cc1ccc(O)cc1)c1cn([C@@H](CCC(=O)O)C(=O)N2CCNCC2)nn1 (stereo partly drawn),0,12,7,0,-0.9,-5,-1,2,-3,-4
COc1ccc(CNC(=O)CN(CC2CCCO2)C(=O)CNS(=O)(=O)c2ccc(C)cc2)cc1 (stereo not drawn),-3,23,-23,4,27*,-13,13,1,6,4
Cc1cc(C)nc(NNC(=O)c2ccccc2O)n1,-4,13,-2,7,-0.2,-14,0,-2,-7,0
COc1ccc(C(=O)COC(=O)C(CC(C)C)N2C(=O)c3ccccc3C2=O)cc1 (stereo not drawn),1,39,3,-16,0.0,-26,-4,0,-3,-3
Cc1ccc(S(=O)(=O)Nc2cccc3cccnc23)cc1,32*,25,81*,63*,-0.3,12,0,4,62,-2
CCc1nn(CCCC(=O)N2CCN(c3ccc(OC)cc3)CC2)c(=O)c2cc3occc3n12,3,-12,3,42,0.0,-2,-4,-2,5,4
CCOC(=O)C1Nc2ccccc2C2c3ccccc3CC12 (stereo not drawn),x,22,18,8,-4.3,x,-11,x,-2,-8
CCc1ccc(NC(=O)CSc2nnc(CC)c(CC)n2)cc1,5,19,7,-7,-0.1,-9,-2,6,-2,-9
